Screening data from PubChem BioAssay.
PPC-1+TRAIL kill = kills PPC-1 cancer cells in the presence of TRAIL; PPC-1 cells + TRAIL, ATPLite viability luminescence; cell killing (% activity), % at 4 µM; hit rate 0.41% among 220,000; AID 1443;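 active means cell killing above 50% in the first pass at 4 µM, then a duplicate retest at 5 µM averaging 50% or more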;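 further: plate controls were cells with TRAIL plus DMSO for no effect and medium-only wells lacking cells for full effect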
TNF necrop inh = inhibitors of TNF-alpha induced necroptosis in Jurkat FADD-/- cells. Jurkat FADD-/- TNF necroptosis rescue, ATP luminescence, 24 h; 0 = TNF only, 100 = no-TNF cells. activation (protection from cell death), % at 10 µM. hit rate 0.068% among 220,000;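 active means activation, meaning protection from cell death, of at least 50% relative to plate controls; inactive means activation below 50%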;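 further: necroptosis triggered by 40 ng/mL TNF-alpha added together with compound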
L929 necroptosis = blocks zVAD induced death of L929 cells. L929 zVAD necroptosis rescue, ATP luminescence, 24 h; with zVAD 60 µM. viability rescue, % at 10 µM. hit rate 0.38% among 220,000. AID 1377;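 active means activation, scaled between plate controls, above about 75%, limit read from the data; inactive means activation under that limit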;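 further: 0% = zVAD with DMSO and 100% = DMSO alone without zVAD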
Wee1 degr inh = human Wee1 degradation inhibition, primary screen. reporter increase, % at 5 µM. hit rate 1.2% among 220,000. P30291. HeLa Luc-Wee1K328M stability, luciferase luminescence; 100% = proteasome inhibitor MG132 effect. AID 1321;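 active means activation above the mean of all tested compounds plus 3 SD, set per screening run, cut at about 8.8% in these data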;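 further: cells exposed to compound for 20 h before luminescence read; 0% = DMSO alone and 100% = MG132 at 30 µM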
TbHK1 inh = blocks Trypanosoma brucei hexokinase 1 activity; recombinant TbHK1, G6PDH-coupled NADH A340; inhibition, % at 10 µM; hit rate 0.11% among 220,000; AID 1430;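 active means inhibition of 50% or more in the single-dose primary screen; inactive means inhibition below 50%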
FXIa inh = factor XIa (human) inhibition; inhibition, % at 5 µM; P03951; purified FXIa, Boc-Glu-Ala-Arg-AMC fluorogenic substrate; AID 798; hit rate 0.14% among 220,000;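 active means inhibition of at least 40%; inactive means inhibition below 40%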;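 further: fluorescence of freed AMC excited at 355 nm; 0% = enzyme without compound and 100% = no enzyme blank; many of its hits are not listed in these tables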
Target sequence (P03951 19-387 limits assumed): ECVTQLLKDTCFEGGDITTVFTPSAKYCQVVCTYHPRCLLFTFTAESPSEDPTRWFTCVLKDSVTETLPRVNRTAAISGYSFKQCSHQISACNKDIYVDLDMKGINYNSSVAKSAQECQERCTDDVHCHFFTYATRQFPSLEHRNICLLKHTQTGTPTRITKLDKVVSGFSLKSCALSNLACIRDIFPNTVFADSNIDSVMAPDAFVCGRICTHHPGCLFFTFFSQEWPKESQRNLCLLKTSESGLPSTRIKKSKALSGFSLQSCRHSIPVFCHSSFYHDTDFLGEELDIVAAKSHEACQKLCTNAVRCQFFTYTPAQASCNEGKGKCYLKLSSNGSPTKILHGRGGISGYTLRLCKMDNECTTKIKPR
Target sequence (P03951 388-625 limits assumed): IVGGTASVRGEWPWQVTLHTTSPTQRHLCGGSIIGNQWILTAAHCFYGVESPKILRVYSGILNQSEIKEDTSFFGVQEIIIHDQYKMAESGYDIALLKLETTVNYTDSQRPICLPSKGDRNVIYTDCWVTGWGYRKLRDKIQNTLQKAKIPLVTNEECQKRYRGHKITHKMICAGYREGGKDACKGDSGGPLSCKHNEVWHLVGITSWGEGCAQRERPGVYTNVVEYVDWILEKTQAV
PGE2 EP2 inh = inhibitors of human EP2 prostaglandin E2 receptor; C6 glioma cells expressing human EP2, cAMP TR-FRET; cells stimulated with saturating PGE2; inhibition, % at 25 µM; hit rate 0.52% among 260,000; AID 1422;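 active means percent inhibition above 40 after rounding to a whole number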;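 further: rat C6 glioma host cells with rolipram phosphodiesterase inhibitor present; the protocol text gives 20 µM as final concentration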
Target sequence (P43116 whole entry, looked up): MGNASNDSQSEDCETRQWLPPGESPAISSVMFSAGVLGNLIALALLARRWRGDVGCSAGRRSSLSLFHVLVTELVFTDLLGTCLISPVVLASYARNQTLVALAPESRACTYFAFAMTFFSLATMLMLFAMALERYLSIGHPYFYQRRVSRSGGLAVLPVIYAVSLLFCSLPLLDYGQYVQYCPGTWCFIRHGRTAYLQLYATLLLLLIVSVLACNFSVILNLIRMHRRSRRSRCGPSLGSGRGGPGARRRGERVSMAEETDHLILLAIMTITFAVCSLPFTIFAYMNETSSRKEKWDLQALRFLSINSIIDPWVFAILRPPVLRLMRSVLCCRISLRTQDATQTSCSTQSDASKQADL
FXIIa inh 1536 = blocks human coagulation factor XIIa protease activity | AID 800 | hit rate 0.3% among 220,000 | P00748 | purified FXIIa, Boc-QGR-AMC fluorogenic substrate, 2 h | inhibition, % at 5 µM; in the data active means inhibition above about 40%;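 further: 0% = enzyme with no compound and 100% = blank without enzyme; many of its hits are not listed in these tables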
CHOP inh = blocks CHOP induction under ER stress. CHO-K1 CHOP-promoter luciferase, tunicamycin-induced, 15-18 h. inhibition, % at 10 µM. hit rate 3.8% among 220,000. AID 2732;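 active means compounds that reduced the stress-induced luciferase reporter signal by more than about 70% of percent inhibition, limit read from the data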;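 further: 0% = tunicamycin plus vehicle and 100% = wells without tunicamycin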
* marks the source's active call; other numbers are inactive results; x = no result given. Not all compounds are listed; count on the stated rates, not on these rows.

SMILES | PPC-1+TRAIL kill | TNF necrop inh | L929 necroptosis | Wee1 degr inh | TbHK1 inh | FXIa inh | PGE2 EP2 inh | FXIIa inh 1536 | CHOP inh
CCOC(=O)CSc1nc2ccccc2n1C(=O)OCC | 20 | -2.9 | -0.3 | -2 | 3 | 4 | 10 | 16 | 26
CNC(=O)C(Sc1ccccc1)c1ccccc1 (stereo not given) | 8 | -1.7 | 1.9 | 1 | 0 | 4 | 9 | 7 | 23
Cc1cc2c(nn1)CCc1c-2no[n+]1[O-] | -5 | -6.3 | -0.4 | 2 | -7 | 6 | 7 | 6 | 20
C/C(CCc1ccccc1)=N\NC(=O)CC(=O)NCCc1ccccc1 | 10 | 1.5 | x | -1 | -1 | 9 | 8 | 13 | -4
Cn1cccc1C(=O)c1cccc([N+](=O)[O-])c1 | -3 | -1.0 | 1.2 | 0 | -7 | 9 | 3 | 8 | 44
Cc1cc(C(=O)N/N=C/c2cc(Br)cc([N+](=O)[O-])c2O)c2ccccc2n1 | 7 | -0.9 | -1.2 | 0 | 2 | 7 | 9 | 5 | 34
C/C(=N\Nc1cccc(C(=O)O)c1)c1ccc(Cl)s1 | -15 | -0.7 | 0.7 | 0 | -22 | 12 | 6 | 13 | -16
Cc1ccc(NC(=O)Cc2noc3ccccc23)cc1 | -6 | 3.5 | -0.6 | 0 | 0 | -4 | 7 | 7 | 48
CCOc1ccccc1CNC(=O)c1nn(CC)cc1[N+](=O)[O-] | 6 | 0.9 | 0.2 | 1 | 3 | -10 | 6 | 0 | 23
O=C(OCC(CO)OC(CO)n1ccc(=O)[nH]c1=O)c1ccccc1 (stereo not given) | 13 | 0.2 | 1.1 | -1 | 0 | -2 | 11 | 5 | -10
CC(C)c1nc2c(c(=O)c3ccccc3n2C)c(=O)n1-c1ccc(F)cc1 | 22 | 0.3 | 2.2 | -1 | -8 | -1 | 1 | 6 | 28
O=C(CCCN1C(=O)/C(=C\c2ccco2)SC1=S)Nc1ccc2ccccc2c1 | 28 | 1.9 | 0.5 | 5 | -5 | 11 | 5 | 10 | 16
COc1ccc2occ(C(C)=O)c2c1 | 20 | -1.5 | 1.1 | -1 | 1 | 2 | 8 | 14 | 30
COC(=O)c1ccc(/C=C(\C#N)c2ccccn2)cc1 | 43 | 0.1 | 14 | 2 | -22 | -5 | 1 | 2 | -89
Cc1nc(SCc2ccccc2)c2oc3ccccc3c2n1 | 10 | 0.6 | 0.7 | -3 | -27 | -2 | 9 | -5 | 8
Cc1ccc(Oc2ncccc2NC(=O)CC(CC(=O)O)c2ccccc2)c2c1CCC2 (stereo not given) | 8 | 1.4 | 0.6 | -3 | -2 | -2 | 4 | 4 | 19
COc1ccc(N2C(=O)CC(Sc3nccc(C)n3)C2=O)cc1 (stereo not given) | -9 | -1.4 | 1.0 | -1 | 4 | -6 | x | 4 | 15
COc1ccc(/C(O)=C2/C(=O)C(=O)N(CCCN(C)C)C2c2ccccc2)cc1OC (stereo not given) | 3 | 2.0 | 2.0 | -1 | -97 | 3 | 10 | 5 | 24
COc1ccc(S(=O)(=O)N(CC(=O)NCCCN(C)C)c2ccc(C)cc2)cc1OC | -3 | 0.8 | 0.4 | -4 | -7 | -9 | 12 | 3 | -11
O=c1ccc(-c2ccccc2)no1 | 2 | 1.1 | 0.9 | -3 | -2 | -1 | 16 | 3 | -11
COC(=O)c1ccc(CSc2nc3ccccc3c(=O)n2-c2ccc(OC)c(OC)c2)o1 | 19 | -8.3 | -0.4 | -1 | -8 | -3 | 4 | 13 | 20
CCc1ccc2c(c1)C1(NN=C(c3ccccc3)S1)C(=O)N2 (stereo not given) | 14 | -11 | 4.8 | -2 | 8 | 7 | 1 | 8 | 44
CS(=O)(=O)Nc1ccc(OCc2ccccc2)cc1 | 1 | 1.2 | 0.4 | 2 | 0 | 3 | 12 | 14 | 3
O=C(CCC1CCCC1)Nc1ccc(OCC(=O)N2CCOCC2)cc1 | 39 | -1.2 | -0.2 | 5 | 3 | -5 | 11 | 5 | 17

A portion from the list above, for reference:
SMILES | PPC-1+TRAIL kill | TNF necrop inh | L929 necroptosis | Wee1 degr inh | TbHK1 inh | FXIa inh | PGE2 EP2 inh | FXIIa inh 1536 | CHOP inh
CCOC(=O)CSc1nc2ccccc2n1C(=O)OCC | 20 | -2.9 | -0.3 | -2 | 3 | 4 | 10 | 16 | 26
CNC(=O)C(Sc1ccccc1)c1ccccc1 (stereo not given) | 8 | -1.7 | 1.9 | 1 | 0 | 4 | 9 | 7 | 23
Cc1cc2c(nn1)CCc1c-2no[n+]1[O-] | -5 | -6.3 | -0.4 | 2 | -7 | 6 | 7 | 6 | 20
C/C(CCc1ccccc1)=N\NC(=O)CC(=O)NCCc1ccccc1 | 10 | 1.5 | x | -1 | -1 | 9 | 8 | 13 | -4
Cn1cccc1C(=O)c1cccc([N+](=O)[O-])c1 | -3 | -1.0 | 1.2 | 0 | -7 | 9 | 3 | 8 | 44
Cc1cc(C(=O)N/N=C/c2cc(Br)cc([N+](=O)[O-])c2O)c2ccccc2n1 | 7 | -0.9 | -1.2 | 0 | 2 | 7 | 9 | 5 | 34
C/C(=N\Nc1cccc(C(=O)O)c1)c1ccc(Cl)s1 | -15 | -0.7 | 0.7 | 0 | -22 | 12 | 6 | 13 | -16
Cc1ccc(NC(=O)Cc2noc3ccccc23)cc1 | -6 | 3.5 | -0.6 | 0 | 0 | -4 | 7 | 7 | 48
CCOc1ccccc1CNC(=O)c1nn(CC)cc1[N+](=O)[O-] | 6 | 0.9 | 0.2 | 1 | 3 | -10 | 6 | 0 | 23
O=C(OCC(CO)OC(CO)n1ccc(=O)[nH]c1=O)c1ccccc1 (stereo not given) | 13 | 0.2 | 1.1 | -1 | 0 | -2 | 11 | 5 | -10
CC(C)c1nc2c(c(=O)c3ccccc3n2C)c(=O)n1-c1ccc(F)cc1 | 22 | 0.3 | 2.2 | -1 | -8 | -1 | 1 | 6 | 28
O=C(CCCN1C(=O)/C(=C\c2ccco2)SC1=S)Nc1ccc2ccccc2c1 | 28 | 1.9 | 0.5 | 5 | -5 | 11 | 5 | 10 | 16
COc1ccc2occ(C(C)=O)c2c1 | 20 | -1.5 | 1.1 | -1 | 1 | 2 | 8 | 14 | 30

Carrying on:
SMILES | PPC-1+TRAIL kill | TNF necrop inh | L929 necroptosis | Wee1 degr inh | TbHK1 inh | FXIa inh | PGE2 EP2 inh | FXIIa inh 1536 | CHOP inh
O=C(C[n+]1ccccc1)N1c2ccccc2Sc2ccccc21 | 3 | 0.4 | 9.9 | 3 | 9 | 0 | 7 | 5 | -5
O=c1[nH][nH]c(C(F)(F)F)c1C=Nc1ccccc1Cl | 17 | -1.5 | 0.6 | -1 | 0 | 2 | 6 | 13 | 45
CCOC(=O)C1(Cc2cccc(F)c2)CCN(Cc2cnn(CC)c2C)CC1 | x | 0.8 | -2.2 | 0 | -2 | -4 | 14 | 9 | 2
COc1ccc(CCNC(=O)CSCc2ccc([N+](=O)[O-])cc2)cc1OC | 10 | 1.6 | -0.6 | 0 | 0 | -3 | 12 | 5 | -12
COc1cc2nc(N(C)C)nc(N)c2cc1OC | 4 | 0.0 | -0.2 | 0 | -20 | 3 | 9 | 15 | -3
CC(C)(C)CC(C)(C)NC(=S)Nc1ccc2nc(-c3ccccn3)c(-c3ccccn3)nc2c1 | 11 | -2.7 | 0.7 | 0 | -15 | -7 | 11 | 7 | 17
Cc1ccc(NC(=O)CSc2nc(N)c3c4c(sc3n2)CSC(C)(C)C4)cc1 | 0 | 5.5 | 2.1 | -2 | 33 | 1 | 3 | 7 | 37
Cc1ccc(/C=N\NC(=O)c2ccc(Cn3cc(Br)c([N+](=O)[O-])n3)o2)o1 | 8 | 3.1 | 5.3 | -2 | -8 | -3 | 8 | 3 | -25
COc1ccc(Nc2nc(-c3cccs3)cs2)cc1 | 19 | -1.7 | 0.0 | -1 | -14 | 9 | 3 | 15 | -21
O=C(NCCc1ccccc1)c1ccc(NCC2CCCO2)c([N+](=O)[O-])c1 (stereo not given) | 21 | 1.2 | 4.2 | 2 | -2 | -5 | 9 | -7 | -8
CN(Cc1ccccc1)C(=O)c1cnc2n(c1=O)CCS2 | 7 | 1.6 | x | -2 | -5 | 6 | 5 | 16 | 15
O=C1c2cccc3c([N+](=O)[O-])ccc(c23)C(=O)N1c1ccccn1 | 4 | -26 | 41 | -2 | -24 | -1 | 19 | 15 | 101*
COc1ccc(C2NCCc3cc(OC)c(OC)cc32)cc1OC (stereo not given) | 16 | 5.2 | 6.3 | 1 | 0 | 0 | 7 | 5 | 40
CC(=O)N1CCc2cc(S(=O)(=O)N3c4ccccc4CC3C)ccc21 (stereo not given) | -6 | -7.0 | 0.7 | 3 | 2 | -2 | 28 | 6 | 47
CCOC(=O)CC1C(=O)NCCN1C(=O)COc1ccc(Br)cc1C (stereo not given) | -4 | -0.8 | -0.1 | -1 | 0 | -9 | 13 | 0 | 14
COC(=O)c1ccc(Cl)c(-c2ccc(/C=N/NC(=O)Nc3ccccc3)o2)c1 | -16 | 1.5 | 0.4 | 0 | -20 | -9 | 15 | 10 | 44
N/C(=N\c1nc(CSc2ccc(Cl)cc2)cc(=O)[nH]1)Nc1ccccc1C(F)(F)F | -9 | -0.3 | 0.2 | -1 | -2 | 0 | 5 | 5 | 67
CCOC(=O)N1CCN(C(=O)c2cnn(-c3ccccc3)c2NC(=O)c2ccccc2F)CC1 | 14 | x | x | x | x | -4 | 29 | 0 | -8
Cc1cccc(NC(=O)c2sc3nc4c(c(-c5ccco5)c3c2N)CCC4)c1 | 2 | -2.0 | -0.3 | 4 | -22 | 9 | 17 | 1 | 34
NC(=O)NNc1ncc(C(F)(F)F)cc1Cl | 1 | 2.6 | 2.3 | -3 | 0 | -3 | 8 | -2 | -8
O=S(=O)(Nc1cccc(-c2ccc3nncn3n2)c1)c1ccc(Cl)s1 | 17 | -0.6 | 17 | 0 | -6 | -6 | 10 | 3 | 25
CCc1cccc(CC)c1NC(=O)COC(=O)c1ccccc1-c1nc2ccccc2s1 | 30 | 2.5 | 1.5 | 2 | 2 | 1 | 0 | 11 | 10
CC1=C(C(=O)Nc2ccc(C)cc2C)C(c2cccc([N+](=O)[O-])c2)n2nc(C(=O)OC(C)C)nc2N1 (stereo not given) | 23 | 1.3 | 1.2 | -1 | -2 | 7 | 7 | 12 | 27
COc1cc(NC(=S)NCCSc2ccc(C)cc2)cc(OC)c1 | 16 | 1.4 | -0.6 | -3 | 9 | -8 | 3 | 3 | 61
COc1ccc(C(c2nnnn2Cc2ccc(F)cc2)N2CCN(c3ccccc3)CC2)cc1 (stereo not given) | 11 | 0.5 | 0.3 | 4 | 5 | -11 | 16 | 4 | 52
O=C(NCCc1csc(-c2ccccc2)n1)c1cccs1 | 4 | 0.3 | 0.2 | 0 | -5 | 10 | 9 | 6 | 3
O=C1CC(c2ccc(F)cc2)Sc2nc(C34CC5CC(CC(C5)C3)C4)nn21 (stereo not given) | 11 | 0.0 | -0.6 | -2 | 7 | 7 | 15 | 2 | 49
CC(NC(=O)COc1ncnc2cc([N+](=O)[O-])ccc12)c1ccccc1 (stereo not given) | 31 | 2.5 | -0.6 | -3 | 4 | 5 | 8 | 8 | 35
N#CC1=C(N)OC2=C(C(=O)CCC2)C1c1ccc(OC(=O)N2CCOCC2)cc1 (stereo not given) | -1 | -1.2 | -0.2 | -1 | -3 | 1 | 9 | 8 | 28
